PPARg SRC1 recr – PPARgamma agonists recruiting SRC-1 coactivator, primary screen, biochemical; activation, % at 8 µM; PPARgamma-SRC-1 coactivator recruitment biochemical assay; AID 631, 2007; Peroxisome proliferator-activated receptor gamma (Homo sapiens), P37231; 0.41% of 200,000 active; in the data active = activation above about 19%;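 note: 0% = DMSO and 100% = reference agonist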
Target sequence (P37231 whole entry, looked up): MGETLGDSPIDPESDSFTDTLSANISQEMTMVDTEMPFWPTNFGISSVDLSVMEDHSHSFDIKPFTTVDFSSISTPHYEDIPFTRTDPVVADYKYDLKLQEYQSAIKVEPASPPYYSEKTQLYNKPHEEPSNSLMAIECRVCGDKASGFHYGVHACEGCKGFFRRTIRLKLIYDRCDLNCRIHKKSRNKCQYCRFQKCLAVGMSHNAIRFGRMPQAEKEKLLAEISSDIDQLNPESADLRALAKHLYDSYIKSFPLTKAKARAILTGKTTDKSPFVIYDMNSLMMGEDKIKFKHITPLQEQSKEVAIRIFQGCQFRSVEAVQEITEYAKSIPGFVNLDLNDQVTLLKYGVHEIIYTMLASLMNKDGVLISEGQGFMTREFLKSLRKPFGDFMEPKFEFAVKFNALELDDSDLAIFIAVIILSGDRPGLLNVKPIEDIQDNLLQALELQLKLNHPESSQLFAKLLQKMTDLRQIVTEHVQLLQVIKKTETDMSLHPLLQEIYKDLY
SRC2 TRFRET art – TR-FRET signal artefacts, primary screen, artefact control for PPARgamma SRC-2 agonist project, biochemical. TR-FRET artefact counter-screen; active compounds read high. TR-FRET ratio at 8 µM. 0.4% of 200,000 active; in the data active = TR-FRET ratio above about 2000; note: inactives centre near 1500
bIAP inh – bovine intestinal alkaline phosphatase inhibitors, primary screen, selectivity assay for TNAP inhibitor project, biochemical, bovine IAP, CDP-star luminescence | purified bovine IAP, 30 min | AID 1019, 2008 | inhibition, % at 20 µM | 190,000 tested, under 10 active | alkaline phosphatase, intestinal [Bos taurus];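 active = over 50% inhibition of intestinal alkaline phosphatase at 20 µM in the single-dose screen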
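test system = bovine IAP enzyme | medium = DEA buffer 100 mM, pH 9.8, with MgCl2 1.0 mM, ZnCl2 0.02 mM | detection = luminescence | dosing = single compound dose of 20 µM, 2% DMSO final | incubation = 30 min reaction at room temperature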
Lmaj promast – Leishmania major promastigote growth inhibition, primary screen; Leishmania major promastigotes, resazurin fluorescence viability; inhibition, % at 10 µM; 9% of 200,000 active; in the data active = inhibition above about 50%;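 note: promastigotes grown with compound for 44 hours at 28 °C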
PPARg SRC-3 ag – PPARgamma agonists recruiting SRC-3 coactivator, primary screen, biochemical; Peroxisome proliferator-activated receptor gamma (Homo sapiens), P37231; biochemical PPARgamma/SRC-3 coactivator recruitment assay; activation, % at 8 µM; 0.26% of 200,000 active; AID 731, 2007; in the data active = activation above about 23%;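 note: 0% = DMSO and 100% = reference agonist; some compounds past the cut are filed as inactive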
PPARg SRC-2 ag – agonists of PPARg-SRC-2 recruitment, primary screen, biochemical, HTS; Peroxisome proliferator-activated receptor gamma (Homo sapiens), P37231; activation, % at 8 µM; 0.34% of 200,000 active; AID 1032, 2008; PPARgamma LBD-SRC-2 recruitment; in the data active = activation above about 22%;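 note: 0% = vehicle and 100% = reference agonist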
ROMK mod – ROMK potassium channel modulators, primary screen, cell-based, thallium flux, MLSMR library. 2% of 130,000 active. ATP-sensitive inward rectifier potassium channel 1 (Homo sapiens), P48048. B-score at 10 µM. Tet-inducible ROMK, thallium flux fluorescence; actives lie on both sides;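 active = signal ratio slope over the read window, or its plate-corrected B-score, at least 3 SD from the plate mean, either direction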;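 note: B-score of the F/F0 ratio slope over 7 to 12 s after thallium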
TLR4-MyD88 BLA – inhibitors of TLR4-MyD88 association in cells, primary screen, cell-based, HeLa CL3-4, BLA complementation, FRET ratio | Toll-like receptor 4 (Homo sapiens) + Myeloid differentiation primary response protein … | HeLa CL3-4 TLR4/MyD88 BLA complementation | inhibition, % at 8.4 µM | 0.18% of 200,000 active | AID 861, 2007; in the data active = inhibition above about 25%;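 note: 0% = vehicle and 100% = reference inhibitor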
bIAP activator – bovine intestinal alkaline phosphatase activators, primary screen, biochemical, bovine IAP, CDP-star luminescence; alkaline phosphatase, intestinal [Bos taurus]; purified bovine IAP, 30 min; active compounds read high; fold of DMSO-control signal, blank-subtracted; activation factor at 20 µM; 0.17% of 200,000 active;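 active = activation factor of 2 or more at 20 µM, a signal rise over negative controls twice the positive control's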
DTT redox prof – compounds producing H2O2 with reducing agent – biochemical, NIH compound library profiling, artefact control for MLSCN library redox annotation, primary screen | DTT-dependent redox cycling H2O2, phenol red/HRP absorbance; 100% = 100 µM peroxide control, 0% = buffer | activation, % at 10 µM | 0.03% of 200,000 active;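 active = activation of at least 50% relative to the plate's high and low controls in the primary single-dose screen; inactive = activation below 50%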;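 note: compound incubated with DTT at 0.8 mM final as the reducing agent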
S1P3 antagonist – S1P3 receptor antagonists, primary screen, cell-based; Sphingosine 1-phosphate receptor 3 (Homo sapiens), Q99500; CHO S1P3 NFAT-BLA reporter, FRET fluorescence, antagonist mode; inhibition, % at 4.98 µM; 0.27% of 170,000 active; AID 485, 2006;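 active = inhibition above the plate cutoff, the mean inhibition of test wells on that plate plus 3 SD, cut at about 28% in these data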;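 note: cells challenged with S1P at its EC80 of 0.8 µM; blue over green emission ratio from cleaved BLA substrate after 4 h stimulation; 0% = S1P-stimulated wells and 100% = unstimulated DMSO-only wells; some compounds past the cut are filed as inactive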
Target sequence (Q99500 whole entry, looked up): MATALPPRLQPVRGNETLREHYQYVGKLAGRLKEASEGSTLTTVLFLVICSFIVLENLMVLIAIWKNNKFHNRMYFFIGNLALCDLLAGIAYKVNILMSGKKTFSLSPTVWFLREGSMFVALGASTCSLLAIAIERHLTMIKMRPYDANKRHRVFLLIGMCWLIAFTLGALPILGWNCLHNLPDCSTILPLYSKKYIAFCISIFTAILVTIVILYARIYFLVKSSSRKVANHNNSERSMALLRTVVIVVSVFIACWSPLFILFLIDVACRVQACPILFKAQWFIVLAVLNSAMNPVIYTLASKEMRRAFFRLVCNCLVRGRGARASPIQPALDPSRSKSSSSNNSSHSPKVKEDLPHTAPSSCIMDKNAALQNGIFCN
An asterisk follows results filed as active.

Screening CCOc1ccccc1NC(=O)Cn1c(=O)n(-c2ccccc2)c(=O)c2oc3ccccc3c21 returned PPARg SRC1 recr 4, SRC2 TRFRET art 1406, bIAP inh 8, Lmaj promast -6, PPARg SRC-3 ag 6, PPARg SRC-2 ag 7, TLR4-MyD88 BLA -1, bIAP activator 0.9, DTT redox prof 0.6 and S1P3 antagonist -10.
Cc1cccc(C)c1OC(=O)C(c1ccccc1)c1ccccc1 was read as PPARg SRC1 recr -2, SRC2 TRFRET art 1414, bIAP inh -72, Lmaj promast 89*, PPARg SRC-3 ag 9, PPARg SRC-2 ag 5, ROMK mod -0.13, TLR4-MyD88 BLA -6, bIAP activator 1.7, DTT redox prof -0.3 and S1P3 antagonist -18.
`O=C(Cc1ccccc1)N/N=C/c1ccc(-c2ccc([N+](=O)[O-])cc2)o1` gave PPARg SRC1 recr -1, SRC2 TRFRET art 1409, bIAP inh 1, Lmaj promast 35, PPARg SRC-3 ag 1, PPARg SRC-2 ag -1, TLR4-MyD88 BLA 13, bIAP activator 1, DTT redox prof 0.3 and S1P3 antagonist 3.
For Cc1nc(Nc2ccccc2C(F)(F)F)sc1C(=O)N(C)C the results were PPARg SRC1 recr -5, SRC2 TRFRET art 1653, bIAP inh -4, Lmaj promast 26, PPARg SRC-3 ag 1, PPARg SRC-2 ag 6, ROMK mod -0.2, TLR4-MyD88 BLA 0, bIAP activator 1, DTT redox prof 0.2 and S1P3 antagonist -2.
For COCCN(Cc1cc2cc(C)ccc2nc1Cl)C(=O)Nc1ccccc1C the results were PPARg SRC1 recr 0, SRC2 TRFRET art 1441, bIAP inh 24, Lmaj promast 19, PPARg SRC-3 ag -6, PPARg SRC-2 ag 3, ROMK mod -1.2, TLR4-MyD88 BLA -3, bIAP activator 0.8 and DTT redox prof -0.2.
`Cc1cccc(NC(=O)c2cc3c(n(-c4ccccc4)c2=O)CCCC3=O)n1` gave PPARg SRC1 recr 2, SRC2 TRFRET art 1489, bIAP inh -1, Lmaj promast 24, PPARg SRC-3 ag -2, PPARg SRC-2 ag 2, ROMK mod -0.12, TLR4-MyD88 BLA -1, bIAP activator 1, DTT redox prof -3.1 and S1P3 antagonist -2.
Screening Cc1ccc(/C=C2/NC(=O)N(c3ccccc3)C2=O)o1 returned PPARg SRC1 recr -2, SRC2 TRFRET art 1552, bIAP inh 7, Lmaj promast 0, PPARg SRC-3 ag 2, PPARg SRC-2 ag -3, TLR4-MyD88 BLA 19, bIAP activator 0.9 and DTT redox prof 2.1.
For COC(=O)CSc1nnc(CNC(=O)c2cccc(C)c2)n1-c1ccccc1OC the results were PPARg SRC1 recr 7, SRC2 TRFRET art 1472, bIAP inh 11, Lmaj promast -7, PPARg SRC-3 ag 2, PPARg SRC-2 ag 3, ROMK mod -0.23, TLR4-MyD88 BLA 2, bIAP activator 0.9, DTT redox prof 2.0 and S1P3 antagonist -11.
Screening Cc1coc(C)c1C(=O)CC1(O)C(=O)N(C)c2ccc(Cl)cc21 (stereo not drawn) returned PPARg SRC1 recr 7, SRC2 TRFRET art 1509, bIAP inh -1, Lmaj promast 2, PPARg SRC-3 ag 5, PPARg SRC-2 ag -10, ROMK mod -1.1, TLR4-MyD88 BLA -3, bIAP activator 1, DTT redox prof -0.3 and S1P3 antagonist -17.
Screening Cc1csc(NC(=O)c2cccc(Cn3nc(C)c(Br)c3C)c2)n1 returned PPARg SRC1 recr 2, SRC2 TRFRET art 1622, bIAP inh 3, Lmaj promast 14, PPARg SRC-3 ag 0, PPARg SRC-2 ag 7, TLR4-MyD88 BLA 4, bIAP activator 1, DTT redox prof 1.3 and S1P3 antagonist 14.
O=C1c2ccccc2C(=O)N1CN(C(=O)c1ccccc1[N+](=O)[O-])c1ccc(F)cc1 was read as PPARg SRC1 recr 0, SRC2 TRFRET art 1635, bIAP inh 6, Lmaj promast -6, PPARg SRC-3 ag 4, PPARg SRC-2 ag 7, ROMK mod 0.058, TLR4-MyD88 BLA 6, bIAP activator 0.9, DTT redox prof -0.2 and S1P3 antagonist -8.
Screening Cc1ccc(C(=O)N2CCN(C3CCCCC3)CC2)s1 returned PPARg SRC1 recr 2, SRC2 TRFRET art 1523, bIAP inh -6, Lmaj promast -11, PPARg SRC-3 ag 3, PPARg SRC-2 ag 3, ROMK mod -0.15, TLR4-MyD88 BLA 10, bIAP activator 1.1, DTT redox prof -1.8 and S1P3 antagonist 17.
COc1ccc(NC(=S)N(CCN(C)C)C(C)c2ccco2)cc1 (stereo not drawn) was read as PPARg SRC1 recr 2, SRC2 TRFRET art 1493, bIAP inh -3, Lmaj promast 51*, PPARg SRC-3 ag 1, PPARg SRC-2 ag -1, ROMK mod 0.28, TLR4-MyD88 BLA 6, bIAP activator 1, DTT redox prof -0.3 and S1P3 antagonist -16.
Screening c1ccc(N=P(N2CCOCC2)(N2CCOCC2)N2CCOCC2)cc1 returned PPARg SRC1 recr -4, SRC2 TRFRET art 1454, bIAP inh 10, Lmaj promast -6, PPARg SRC-3 ag 4, PPARg SRC-2 ag 0, TLR4-MyD88 BLA 0, bIAP activator 0.9, DTT redox prof 1.4 and S1P3 antagonist -4.
O=C(CN1C(=O)C2CCCCN2C(=O)c2ccccc21)N1CCCc2ccccc21 (stereo not drawn) was read as PPARg SRC1 recr -2, SRC2 TRFRET art 1613, bIAP inh 0, Lmaj promast 0, PPARg SRC-3 ag -2, PPARg SRC-2 ag 3, TLR4-MyD88 BLA 12, bIAP activator 1, DTT redox prof 0.3 and S1P3 antagonist -25.

No new results follow: entries from further up.
Screening CCOc1ccccc1NC(=O)Cn1c(=O)n(-c2ccccc2)c(=O)c2oc3ccccc3c21 returned PPARg SRC1 recr 4, SRC2 TRFRET art 1406, bIAP inh 8, Lmaj promast -6, PPARg SRC-3 ag 6, PPARg SRC-2 ag 7, TLR4-MyD88 BLA -1, bIAP activator 0.9, DTT redox prof 0.6 and S1P3 antagonist -10.
Cc1cccc(C)c1OC(=O)C(c1ccccc1)c1ccccc1 was read as PPARg SRC1 recr -2, SRC2 TRFRET art 1414, bIAP inh -72, Lmaj promast 89*, PPARg SRC-3 ag 9, PPARg SRC-2 ag 5, ROMK mod -0.13, TLR4-MyD88 BLA -6, bIAP activator 1.7, DTT redox prof -0.3 and S1P3 antagonist -18.

New compounds follow:
For Cc1ccc(N=c2c([N+](=O)[O-])nn(-c3ccc4c(c3)OCCO4)n2O)c(Cl)c1 the results were PPARg SRC1 recr 7, SRC2 TRFRET art 1411, bIAP inh 22, Lmaj promast 18, PPARg SRC-3 ag 7, PPARg SRC-2 ag -1, ROMK mod -0.0034, TLR4-MyD88 BLA 5, bIAP activator 0.8, DTT redox prof 0.2 and S1P3 antagonist 2.
`CN1C(=O)c2ccccc2C(C(=O)O)C1c1cccc(Cl)c1` (stereo not drawn) gave PPARg SRC1 recr -2, SRC2 TRFRET art 1403, bIAP inh 13, Lmaj promast 9, PPARg SRC-3 ag 0, PPARg SRC-2 ag 2, ROMK mod 1.6*, TLR4-MyD88 BLA -8, bIAP activator 0.9, DTT redox prof 1.4 and S1P3 antagonist 2.
For CCOC(=O)c1c(C)oc2c1c(C(c1cccnc1)N1CCOCC1)c(O)c1ccccc12 (stereo not drawn) the results were PPARg SRC1 recr -3, SRC2 TRFRET art 1385, bIAP inh -6, Lmaj promast 97*, PPARg SRC-3 ag -3, PPARg SRC-2 ag 5, ROMK mod -0.051, TLR4-MyD88 BLA 0, bIAP activator 1.1 and DTT redox prof -0.5.
Screening CCOC(=O)c1c(NC(=O)Cn2cnc([N+](=O)[O-])n2)sc2c1CCC(C)C2 (stereo not drawn) returned PPARg SRC1 recr 2, SRC2 TRFRET art 1695, bIAP inh 6, Lmaj promast 98*, PPARg SRC-3 ag 9, PPARg SRC-2 ag 12, TLR4-MyD88 BLA -4, bIAP activator 0.9 and DTT redox prof -6.1.
CCOC(=O)Cn1c(CN2CCN(C(c3ccccc3)c3ccccc3)CC2)nc2c1c(=O)n(C)c(=O)n2C was read as PPARg SRC1 recr 1, SRC2 TRFRET art 1517, bIAP inh 2, Lmaj promast 53*, PPARg SRC-3 ag 4, PPARg SRC-2 ag 3, TLR4-MyD88 BLA -8, bIAP activator 1 and DTT redox prof -0.9.
Screening COC(=O)CCN(C(=O)c1ccc(C)c([N+](=O)[O-])c1)c1ccccn1 returned PPARg SRC1 recr -7, SRC2 TRFRET art 1571, bIAP inh -19, Lmaj promast -5, PPARg SRC-3 ag -1, PPARg SRC-2 ag -4, ROMK mod -1.4, TLR4-MyD88 BLA -3, bIAP activator 1.2, DTT redox prof -1.1 and S1P3 antagonist -2.
CCOC(=O)Cn1nc(C)c(NC(=O)COc2ccc([N+](=O)[O-])cc2)c1C was read as PPARg SRC1 recr 4, SRC2 TRFRET art 1546, bIAP inh 0, Lmaj promast 4, PPARg SRC-3 ag 0, PPARg SRC-2 ag -4, ROMK mod -0.051, TLR4-MyD88 BLA 4, bIAP activator 1, DTT redox prof -0.5 and S1P3 antagonist 10.
`COc1ccc(CCNc2oc(-c3ccc(OC)c(OC)c3)nc2C#N)cc1` gave PPARg SRC1 recr 5, SRC2 TRFRET art 1847, bIAP inh 8, Lmaj promast 0, PPARg SRC-3 ag 6, PPARg SRC-2 ag 11, TLR4-MyD88 BLA 1, bIAP activator 0.9, DTT redox prof 0.6 and S1P3 antagonist -18.
For COc1ccc(S(=O)(=O)NCCCCCC(=O)O)cc1C(=O)O the results were PPARg SRC1 recr 4, SRC2 TRFRET art 1307, bIAP inh -24, Lmaj promast 6, PPARg SRC-3 ag -5, PPARg SRC-2 ag -10, ROMK mod -0.32, TLR4-MyD88 BLA 2, bIAP activator 1.2, DTT redox prof 0.2 and S1P3 antagonist -18.
For COc1cc(NC(=S)NCCN2CCOCC2)cc(OC)c1 the results were PPARg SRC1 recr 0, SRC2 TRFRET art 1695, bIAP inh -3, Lmaj promast -5, PPARg SRC-3 ag 5, PPARg SRC-2 ag -3, ROMK mod 0.83, TLR4-MyD88 BLA 0, bIAP activator 1, DTT redox prof -0.4 and S1P3 antagonist 1.
For C#CCn1cnc2c(cnn2-c2ccc(C)c(C)c2)c1=O the results were PPARg SRC1 recr -3, SRC2 TRFRET art 1414, bIAP inh 4, Lmaj promast 2, PPARg SRC-3 ag 0, PPARg SRC-2 ag -6, ROMK mod -0.22, TLR4-MyD88 BLA -8, bIAP activator 1, DTT redox prof -0.5 and S1P3 antagonist -24.
Screening CCOCCOC(=O)C1=C(C)N(C)C(=O)NC1c1cc(Cl)c(O)c(OCC)c1 (stereo not drawn) returned PPARg SRC1 recr 6, SRC2 TRFRET art 1609, bIAP inh 4, Lmaj promast -5, PPARg SRC-3 ag 0, PPARg SRC-2 ag 8, TLR4-MyD88 BLA -9, bIAP activator 1, DTT redox prof -0.5 and S1P3 antagonist -17.

High-throughput results deposited in PubChem by several laboratories.
